Bioassay records (PubChem)
hcDAF-12 act: H. contortus DAF-12 nuclear receptor activators, primary screen, cell-based, luminescence, HEK293, lit1-tk-luc reporter; HEK293 hcDAF-12 lit1-tk-luc reporter; 0% DMSO, 100% Δ7-dafachronic acid; activation, % at 6.8 µM; AID 652067, 2013; 370,000 tested, 1.4% active;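 active = activation above the mean of all tested compounds plus 3 SD, cut at about 5.5% in these data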;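 note: 100% = response to 3 µM Δ7-dafachronic acid high control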
SMARCA2 activ: SMARCA2 (BRM) function activators, primary screen, cell-based, luminescence, high throughput. 370,000 tested, 1% active. MG213 cells, MMTV-luciferase reporter, dexamethasone, overnight. activation, % at 9.1 µM. AID 652017, 2013; in the data active = activation above about 7.8%;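 note: 0% = vehicle wells and 100% = reference activator wells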
sPLA2-III inh: human group III sPLA2 inhibitors, primary screen, biochemical, QFRET, BODIPY PC-A2 liposome substrate; QFRET BODIPY PC-A2 liposome hydrolysis, fluorescence; Group 3 secretory phospholipase A2 (Homo sapiens), Q9NZ20; inhibition, % at 12.2 µM; AID 743126, 2013; 370,000 tested, 0.56% active;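 active = inhibition above mean plus 3 SD of compounds lying within the high and low control bounds, cut at about 19% in these data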;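 note: 0% = median of test compound wells and 100% = no enzyme DMSO wells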
Target sequence (Q9NZ20 whole entry, looked up): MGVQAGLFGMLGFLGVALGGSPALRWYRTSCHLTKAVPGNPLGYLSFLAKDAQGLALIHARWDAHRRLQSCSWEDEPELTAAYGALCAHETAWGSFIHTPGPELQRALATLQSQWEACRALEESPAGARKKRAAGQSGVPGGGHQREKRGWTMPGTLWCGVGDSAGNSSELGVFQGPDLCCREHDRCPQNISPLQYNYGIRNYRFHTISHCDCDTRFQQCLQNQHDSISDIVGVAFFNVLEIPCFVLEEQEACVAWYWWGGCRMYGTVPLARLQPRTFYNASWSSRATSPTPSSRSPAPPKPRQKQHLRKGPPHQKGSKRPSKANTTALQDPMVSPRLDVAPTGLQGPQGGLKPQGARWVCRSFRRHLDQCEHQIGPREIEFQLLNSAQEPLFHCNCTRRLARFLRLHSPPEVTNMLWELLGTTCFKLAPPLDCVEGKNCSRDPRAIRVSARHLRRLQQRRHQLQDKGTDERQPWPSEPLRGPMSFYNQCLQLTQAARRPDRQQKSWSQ
DAX1 inh-1: DAX1 (NR0B1) inhibitors, primary screen, cell-based, HEK293, Gal4-DAX1, luciferase luminescence; Nuclear receptor subfamily 0 group B member 1 (Homo sapiens), P51843; 340,000 tested, 0.99% active; inhibition, % at 6.75 µM; HEK293 Gal4-DAX1 luciferase reporter; AID 504766, 2011;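 active = inhibition above the mean over all tested compounds plus 3 SD, cut at about 4.2% in these data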;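 note: 0% = DAX1-transfected cells with DMSO and 100% = empty-vector control cells with DMSO; inhibition shows as a rise in luminescence from relieved DAX1 repression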
Target sequence (P51843 207-470 limits assumed): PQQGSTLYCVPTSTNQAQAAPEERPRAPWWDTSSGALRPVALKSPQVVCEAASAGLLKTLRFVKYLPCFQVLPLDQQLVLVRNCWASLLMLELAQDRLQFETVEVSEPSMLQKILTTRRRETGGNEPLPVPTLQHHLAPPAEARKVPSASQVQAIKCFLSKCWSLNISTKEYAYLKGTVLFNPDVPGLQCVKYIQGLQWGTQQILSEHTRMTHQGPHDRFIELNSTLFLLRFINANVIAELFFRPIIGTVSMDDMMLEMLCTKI
GAA850 FXN act: FXN promoter activators, primary screen, cell-based, luciferase luminescence, HEK293 lucGAA850; HEK293 lucGAA850 FXN promoter luciferase reporter, 24 h; percent of 10 µM SAHA response; activation, % at 6 µM; 360,000 tested, 0.56% active; AID 540364, 2011;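 active = activation above the average of all compounds screened plus 3 SD, cutoff fixed separately per campaign, cut at about 7.5% in these data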;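 note: 0% = DMSO wells and 100% = 10 µM SAHA wells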
proKLK7 act: proKLK7 zymogen activators, primary screen, biochemical, fluorescence intensity. purified proKLK7, EDANS-DABCYL substrate fluorescence; 100% is mature enzyme control, 0% vehicle. Kallikrein-7 (Homo sapiens), P49862. activation, % at 7 µM. 370,000 tested, 0.9% active;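 active = activation above the mean of all tested compounds plus 3 SD, computed per campaign excluding outliers beyond control limits, cut at about 13% in these data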
Target sequence (P49862 whole entry, looked up): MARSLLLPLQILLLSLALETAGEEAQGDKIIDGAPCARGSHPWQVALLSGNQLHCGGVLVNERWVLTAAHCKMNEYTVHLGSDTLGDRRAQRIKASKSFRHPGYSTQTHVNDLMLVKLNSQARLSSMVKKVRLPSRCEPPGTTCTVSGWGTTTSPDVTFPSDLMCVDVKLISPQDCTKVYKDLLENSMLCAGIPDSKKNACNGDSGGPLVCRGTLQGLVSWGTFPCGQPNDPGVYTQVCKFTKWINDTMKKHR
DAX1 inh-2: DAX1 (NR0B1) inhibitors on StAR promoter, primary screen, cell-based, luminescence, SF-1 (NR5A1), full-length DAX-1. HEK293T StAR-luciferase reporter, SF-1/DAX-1 repression relief. inhibition, % at 6.8 µM. 370,000 tested, 1.1% active. AID 652010, 2013;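 active = inhibition above the mean over all tested compounds plus 3 SD, cut at about 3.6% in these data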;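 note: 0% = DAX-1 cells with DMSO and 100% = cells lacking DAX-1 with DMSO; higher inhibition means more luminescence from relief of DAX-1 repression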
ssDAF12 agonist: S. stercoralis DAF-12 nuclear receptor activators, primary screen, cell-based, luminescence, HEK293, GRIP1 co-expression, lit1-tk-luc. Nuclear hormone receptor DAF-12 (Strongyloides stercoralis). HEK293 ssDAF-12/GRIP1 lit1-tk-luc reporter; % of 3 µM dafachronic acid response. activation, % at 6.8 µM. 370,000 tested, 1% active. AID 652126, 2013;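 active = activation above the mean over all tested compounds plus 3 SD, cut at about 0.9% in these data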;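 note: 0% = DMSO-only wells and 100% = 3 µM delta7-dafachronic acid wells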
hgDAF12 agonist: H. glycines DAF-12 receptor agonists, primary screen, cell-based, luminescence, HEK293, GAL4 fusion, UAS-luciferase. HEK293 GAL4-hgDAF12 UAS-luciferase reporter, agonist luminescence; normalized to butyrate control. activation, % at 6.8 µM. 370,000 tested, 1.8% active. AID 687014, 2013;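 active = activation above a cutoff set at the mean of all screened compounds plus 3 SD, cut at about 10% in these data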;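 note: 0% = DMSO wells and 100% = sodium butyrate wells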
GC-A act: GC-A stimulated cGMP production enhancers – HEK293 GC-A cells, cGMP TR-FRET, EC30 ANP, primary screen | 0% at EC30 ANP, 100% saturating ANP | activation, % at 10 µM | 370,000 tested, 0.14% active; in the data active = activation above about 40%
GC-B act: human GC-B receptor activators, primary screen, HEK293 GC-B cells, cGMP TR-FRET, EC30 CNP. 370,000 tested, 0.11% active. Atrial natriuretic peptide receptor 2 (Homo sapiens), P20594. activation, % at 10 µM. 0% at EC30 CNP, 100% saturating CNP;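 active = activation at 10 µM reaching about 35% in either raw or pattern-adjusted values, limit read from the data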
The depositor's hits bear a star; x = no result given. An unsorted share of the library. Share with any hit: about 6.7%.

SMILES | hcDAF-12 act | SMARCA2 activ | sPLA2-III inh | DAX1 inh-1 | GAA850 FXN act | proKLK7 act | DAX1 inh-2 | ssDAF12 agonist | hgDAF12 agonist | GC-A act | GC-B act
O=C(O)CSc1c(-c2ccccc2)[nH]c2ccccc12 | 0.4 | 1.5 | 1.3 | -0.5 | 3.9 | -0.5 | -0.5 | -0.3 | 1.1 | -1.4 | -0.5
O=C(CNS(=O)(=O)c1cccs1)N1CCN(c2ccccc2F)CC1 | 1.2 | 6.0 | 1.6 | 0.8 | -0.1 | -0.5 | 0.1 | -0.9 | 3.8 | -1.6 | -4.6
CCC(CC)NC(=O)c1cc2c(C)nn(Cc3ccccc3Cl)c2s1 | -2.4 | 0.4 | -1.2 | -3.3 | -3.8 | -0.6 | -0.2 | -1.1 | 1.0 | 8.7 | 5.5
COc1ccc(S(=O)(=O)NC(C)C(=O)Nc2ccc3c(c2)OCO3)cc1OC (stereo unspecified) | -1.3 | -2.1 | 3.9 | 0.0 | -0.1 | 0.1 | 0.5 | -0.6 | 0.1 | 2.9 | -5.2
O=c1[nH]cnc2c1cnn2Cc1ccccc1 | 0.7 | 4.8 | 2.7 | 0.9 | -0.7 | 0.2 | 0.6 | -0.6 | -1.7 | 0.9 | 0.7
CCOC(=O)c1sc(NC(=O)Cc2ccc(C)cc2)nc1C | -0.7 | -1.4 | -0.1 | 0.9 | -1.3 | -1.3 | -0.6 | -0.2 | 5.3 | 0.7 | -1.8
CCCSc1ccc2nc(-c3ccccc3)cn2c1 | -2.4 | -1.2 | -5.3 | -5.0 | -7.7 | -0.8 | 0.1 | -2.0 | -7.2 | -1.4 | -0.4
CC1CCN(c2ccc([N+](=O)[O-])cc2C(=O)O)CC1 | -1.9 | -0.9 | 0.3 | 0.0 | -0.6 | -0.3 | -0.2 | -1.4 | -1.7 | 3.4 | 1.5
CC1CCN(S(=O)(=O)c2ccc(C(C)C)cc2)CC1 | -1.7 | -0.6 | 2.5 | 1.3 | 1.4 | 0.3 | -0.9 | -1.4 | 0.5 | -3.1 | 5.3
C[C@H]1[C@@H](NC(=O)C2CCC2)CC[C@@]23CCCN2C(=O)CCC[C@@H]13 | -0.1 | x | 1.1 | x | x | x | x | -1.5 | 1.8 | -0.9 | 1.0
O=C(CCn1nnc(-c2cccs2)n1)NC1CCCCC1 | -2.6 | -2.3 | 2.2 | -0.7 | 1.0 | 0.5 | 0.1 | -0.8 | -0.8 | x | x
COc1ccc(-c2cc(C(=O)OCc3ccccn3)c3ccccc3n2)cc1 | -2.1 | -1.3 | -4.1 | 0.3 | 2.9 | 21.6* | -0.1 | -0.9 | 2.0 | 3.4 | -7.3
CC(=O)NC1C(=O)N(CCc2ccccc2)c2ccc(Br)cc21 (stereo unspecified) | 0.1 | -1.9 | -10.2 | 1.2 | -4.1 | 0.5 | -0.1 | -0.6 | -0.7 | -15.1 | -14.2
CN(C)S(=O)(=O)c1cccc(NC(=O)COC(=O)c2cccnc2Cl)c1 | 0.1 | 1.5 | -2.2 | 0.6 | 0.3 | 0.0 | 1.3 | -0.7 | -0.3 | -2.0 | -2.0
O=C1C=CC(=O)N1 | -0.5 | -1.1 | 7.8 | 0.4 | 1.3 | -0.5 | 1.6 | -0.8 | -2.3 | 3.5 | -5.2
Cc1ccc2c(c1)c1c(n2CCc2ccc(C)nc2)CCN(C)C1 | -0.2 | -1.1 | -1.4 | -0.2 | -1.6 | 0.7 | -0.1 | -0.7 | 1.5 | -0.2 | -5.7
COc1ccc(Cn2c(C)c(C)c(C#N)c2NC(=O)Nc2ccc(F)cc2)cc1 | 4.1 | 13.3* | -3.6 | -0.6 | -0.9 | 0.0 | 0.1 | -0.6 | 2.9 | -9.4 | -13.2
CCCCCC(=O)Nc1cccc(C2=NOC3(C2)C[C@@H](C(N)=O)N(C(=O)c2ccc(OC)cc2)C3)c1 (stereo partly specified) | 1.6 | 1.0 | -7.4 | 0.3 | 0.0 | 0.1 | 0.0 | -1.1 | 0.9 | 1.9 | 3.1
CCOC(=O)C1=CN(Cc2cccc(Br)c2)S(=O)(=O)N(C)C1C (stereo unspecified) | -0.7 | -4.7 | -5.3 | -0.5 | 0.8 | 0.1 | -0.8 | -1.0 | -1.4 | -9.5 | -5.1
Cc1ccc(-c2ccc(=O)n(CC(=O)NCC3COCCO3)n2)cc1 (stereo unspecified) | -1.4 | -0.9 | 4.7 | 0.4 | -0.8 | 0.6 | 0.5 | -0.7 | 0.9 | 3.6 | 2.2
C[C@H]1[C@@H](NCC2CCCCC2)CC[C@@]23CCCN2C(=O)CCC[C@@H]13 | 1.6 | x | -3.6 | x | x | x | x | -2.0 | 2.2 | -0.2 | 0.1
CC(C)c1ccc(S(=O)(=O)N2CCN(C(=O)CN3C(=O)NC4(CCCC4)C3=O)CC2)cc1 | -0.5 | 4.9 | -9.8 | -0.4 | -0.7 | 0.2 | 0.6 | -0.9 | 1.7 | -0.3 | -3.4
COc1ccc(NC(=O)CCNS(=O)(=O)c2ccc(Br)s2)cc1 | 1.1 | -4.0 | -8.3 | -0.4 | -4.0 | -0.1 | -0.5 | -1.7 | -2.4 | 0.7 | 2.3
COc1cccc(CNc2nc3cc(-c4ccc(F)cc4)sc3c(=O)n2C)c1 | 1.5 | 1.3 | -0.7 | x | -1.1 | 0.0 | 0.5 | -1.4 | 4.2 | 2.9 | -4.6
Cc1ccc(C)n1NC(=O)c1ccccc1[N+](=O)[O-] | -0.8 | -1.5 | -14.9 | 0.1 | 3.3 | -0.3 | 0.2 | -0.8 | 3.5 | 8.0 | -6.5
Cn1c(N)c(C(=O)COC(=O)C2CCCCC2)c(=O)n(C)c1=O | 0.2 | 6.7 | 7.3 | 0.1 | -0.6 | -0.1 | 0.6 | -1.2 | -0.2 | 11.2 | 2.0
CCOc1cccc(-c2nnc3sc(C4CCCCC4)nn23)c1 | -3.4 | -1.1 | -8.1 | 0.0 | 2.1 | -0.8 | -1.0 | -2.2 | 1.4 | -1.4 | -6.3
Cc1cccc(C)c1NC(=O)CN(C)C(=O)c1ccc(-n2cncn2)c([N+](=O)[O-])c1 | -0.8 | 1.1 | 1.3 | 0.1 | 0.6 | 0.5 | 1.9 | -0.9 | 1.2 | -3.4 | -3.7
Cc1c(C2C(C#N)=C(N)N(c3ccccc3C#N)C3=C2C(=O)CCC3)cnn1C (stereo unspecified) | 1.8 | 5.2 | 0.8 | 1.1 | 2.4 | 0.8 | -0.1 | -0.6 | 0.8 | -1.7 | 2.7
COC(=O)c1c(NC(=O)CC2SCC(C(=O)OC)NC2=O)sc2c1CCCC2 (stereo unspecified) | -2.0 | -0.1 | -12.4 | 0.6 | -1.4 | 0.5 | -0.1 | -1.6 | 0.9 | 6.0 | 3.6
C#CCSc1nnc(-c2ccc(C)cc2)o1 | 3.1 | 3.5 | -2.2 | 0.8 | 4.0 | 0.3 | 1.9 | 0.7 | 11.1* | -2.0 | -3.0
COc1cc(C(=O)c2ccccc2)c([N+](=O)[O-])cc1OC | -1.1 | -0.5 | 8.6 | x | 0.1 | 0.0 | -0.5 | -1.6 | -1.7 | 5.3 | 1.5
CCOc1cccc2cc(C(=O)Nc3nccs3)c(=O)oc12 | 2.8 | -0.9 | 7.1 | -0.5 | 2.5 | -0.6 | 1.2 | -0.4 | -1.3 | 7.5 | -2.3
COc1ccc(S(=O)(=O)N/N=C(/C)c2ccncc2)cc1 | -0.6 | -0.9 | 1.5 | 1.6 | 2.9 | -0.2 | 1.0 | -0.6 | 1.5 | 1.9 | 4.8
COc1cc(/C=c2\sc3nc(=O)c(-c4ccccc4)nn3c2=O)ccc1OCCC(C)C | 1.6 | 5.3 | -6.5 | 0.2 | 2.3 | 0.1 | -0.1 | -0.5 | 1.9 | 1.5 | -2.9
Cc1cc2c(cc1C)-n1nnnc1C(N1CCN(CC(=O)NC(C)C)CC1)C(=O)N2 (stereo unspecified) | -1.5 | 3.0 | 1.9 | x | x | 0.3 | 1.0 | -1.0 | -2.4 | -2.5 | -1.2
COc1ccc(OC)c(-c2nc3c(C)n[nH]c(=O)c3[nH]2)c1 | 0.9 | -0.6 | 5.8 | 0.3 | -5.0 | 0.1 | -0.5 | -1.1 | -0.4 | 4.0 | 0.7
CCOC(=O)N1CCN(C(=O)CNC(=O)Cn2cnc3ccccc3c2=O)CC1 | -0.2 | -1.2 | 4.3 | 0.5 | 1.9 | -0.3 | 0.4 | -0.7 | -1.6 | 0.4 | -5.5
CN(C)c1nc(=Nc2cccc(Cl)c2)ss1 | -0.8 | 10.5* | -3.2 | -0.8 | -2.5 | 0.0 | 0.0 | -0.6 | -1.1 | 13.7 | 7.0
O=C(O)CN=C1NC2(CCCCC2)Cc2ccccc21 | -0.9 | -2.7 | 8.2 | -0.4 | 0.7 | 0.3 | 0.3 | -1.5 | -1.3 | -0.8 | 9.1
Cc1cc(C(=O)NCC(=O)OCC(=O)NCCc2ccccc2)ccc1[N+](=O)[O-] | -1.6 | -6.4 | 10.4 | -1.4 | 2.4 | 1.0 | 0.4 | -0.7 | 3.3 | -1.4 | -3.3
COCCSc1nnc(NC(=O)CSCc2ccccc2)s1 | -2.2 | -0.7 | -7.2 | 0.6 | 3.1 | -0.2 | -0.1 | -1.1 | -0.3 | 4.9 | 10.3
CCc1ccccc1NS(=O)(=O)c1cc(C)ccc1OC | -1.9 | -0.1 | -2.6 | -0.3 | -1.5 | 0.8 | -0.4 | -1.2 | -2.4 | -8.5 | -8.7
CCn1ncc(CNC(=O)C2(C)CC2(Br)Br)c1C (stereo unspecified) | 0.8 | 0.4 | -2.6 | -2.1 | -0.4 | -0.5 | -0.3 | -1.4 | -1.4 | 5.0 | 3.0

3 entries already listed, sorted by the number in GC-A act, descending.
| Compound | GC-A act |
| --- | --- |
| CCn1ncc(CNC(=O)C2(C)CC2(Br)Br)c1C (stereo unspecified) | 5.0 |
| COc1ccc(S(=O)(=O)N/N=C(/C)c2ccncc2)cc1 | 1.9 |
| O=C(O)CN=C1NC2(CCCCC2)Cc2ccccc21 | -0.8 |
